# Screens deposited in PubChem BioAssay by Icahn School of Medicine at Mount Sinai.
# ROC1-CUL1 inh – human ROC1-CUL1 E3 ligase inhibition; in vitro K48 di-Ub FRET, acceptor:donor ratio, 45 min; inhibition, % at 10 µM; hit rate 0.6% among 140,000; AID 1347404; in the data active means inhibition above about 25%
# Target sequence (P62877 whole entry, looked up): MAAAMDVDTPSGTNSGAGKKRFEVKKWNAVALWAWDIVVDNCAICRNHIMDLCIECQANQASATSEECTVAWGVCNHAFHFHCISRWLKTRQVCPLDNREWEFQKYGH
# Target sequence (Q13616 whole entry, looked up): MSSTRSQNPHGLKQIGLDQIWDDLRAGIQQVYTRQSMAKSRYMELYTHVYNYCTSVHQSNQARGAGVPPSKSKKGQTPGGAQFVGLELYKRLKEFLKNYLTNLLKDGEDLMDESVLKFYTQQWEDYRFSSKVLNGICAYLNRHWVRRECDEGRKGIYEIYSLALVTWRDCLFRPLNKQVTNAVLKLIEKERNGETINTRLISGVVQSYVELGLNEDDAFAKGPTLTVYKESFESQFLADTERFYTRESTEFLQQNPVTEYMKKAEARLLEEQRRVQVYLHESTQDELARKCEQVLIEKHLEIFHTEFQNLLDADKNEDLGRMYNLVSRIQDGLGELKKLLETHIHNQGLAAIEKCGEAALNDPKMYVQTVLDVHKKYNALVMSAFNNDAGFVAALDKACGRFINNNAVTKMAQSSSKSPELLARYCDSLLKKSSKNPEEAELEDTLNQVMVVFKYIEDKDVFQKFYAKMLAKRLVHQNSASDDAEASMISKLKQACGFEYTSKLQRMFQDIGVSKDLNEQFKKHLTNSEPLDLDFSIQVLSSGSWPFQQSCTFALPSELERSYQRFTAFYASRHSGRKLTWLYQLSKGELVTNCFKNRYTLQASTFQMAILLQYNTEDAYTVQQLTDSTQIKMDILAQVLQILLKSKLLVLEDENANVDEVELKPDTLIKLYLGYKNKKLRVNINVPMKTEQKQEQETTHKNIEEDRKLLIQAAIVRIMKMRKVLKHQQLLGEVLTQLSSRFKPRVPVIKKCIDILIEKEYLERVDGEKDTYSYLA
# Numbers without * were called inactive. This is a subset; count on the stated rates, not on these rows.
compound | ROC1-CUL1 inh
Cc1ccc2nc(-c3ccsc3)c(Nc3ccc(Cl)cc3)n2c1 | -7
O=C(CCn1cnnn1)N1CCCC(CO)(CCc2ccccc2)C1 (stereo unspecified) | 1
O=C(O)C1CC(=O)N(c2ccc(I)cc2)C1 (stereo unspecified) | 8
OCCC1CN(C2CCSCC2)CCN1Cc1cccs1 (stereo unspecified) | -3
Cc1c(C(C)NC2CCSCC2)cnn1-c1cccc(F)c1 (stereo unspecified) | 6
COC(=O)c1cnc2nc(SCc3ccccc3)nn2c1C | 18
COc1c(Cl)cc(Cl)cc1C1C2C(=O)CC(C)(C)CC2=Nc2ccccc2N1C(=O)Cc1ccccc1 (stereo unspecified) | -7
COc1ccccc1C(=O)Oc1ccc2cc(Br)ccc2c1 | -3
Cc1cc(C)n(-c2nc3cc(Cl)ccc3nc2Nc2ccc(CC(=O)O)cc2)n1 | -8
Clc1ccc2c(c1)-n1cnnc1-c1ccccc1S2 | 9
CC(C)c1nn2c(Cc3ccc(Cl)cc3)nnc2s1 | -5
N#CN=C1CCCN1CC(=O)O | -8

# A second format for part of the listing above:
ROC1-CUL1 inh | compound
6 | Cc1c(C(C)NC2CCSCC2)cnn1-c1cccc(F)c1 (stereo unspecified)
18 | COC(=O)c1cnc2nc(SCc3ccccc3)nn2c1C
-7 | COc1c(Cl)cc(Cl)cc1C1C2C(=O)CC(C)(C)CC2=Nc2ccccc2N1C(=O)Cc1ccccc1 (stereo unspecified)
-3 | COc1ccccc1C(=O)Oc1ccc2cc(Br)ccc2c1
-8 | Cc1cc(C)n(-c2nc3cc(Cl)ccc3nc2Nc2ccc(CC(=O)O)cc2)n1

# Next entries follow.
compound | ROC1-CUL1 inh
Cc1noc(C)c1C(=O)NC1CCC(C(C)(C)C)CC1 (stereo unspecified) | -7
CCNc1sc(S(C)(=O)=O)nc1S(=O)(=O)c1ccc(C)cc1 | -2
C/C=C/Cn1c(=O)c2c(nc3n(C)c(C)cn23)n(C)c1=O | 3
COc1ccc(NC(=O)c2nc3ncccn3n2)c(OC)c1 | -3
CCOC(=O)c1cnc2c(C)cccc2c1NCCc1ccc(OC)c(OC)c1 | -3
Cc1ccc(-c2[nH]ncc2/C=N/NC(=O)Cc2c(Cl)cccc2Cl)cc1 | -11
Cc1cccc(N2CC(C(=O)N3CCC(C)CC3)CC2=O)c1 (stereo unspecified) | -7
O=C(O)Cc1ccc(NC2(c3ccccc3)C(=O)c3ccccc3C2=O)cc1 | -2
C=CCc1c(C)nc(-c2ccccc2)nc1N/N=C/c1ccco1 | 4
Cc1ccc2nc(N/N=C/c3ccccc3F)nc(-c3ccccc3)c2c1 | 2
Cc1ccc(C(=O)OC2=C(C(=O)c3ccccc3)N(C)S(=O)(=O)c3ccccc32)cc1 | -2
CCCC1=Nc2cccc3cccc(c23)N1 | 0
Cc1c(Cl)nc(C(C)(C)C)nc1Cl | 1
COc1cccc(N2C(=O)OCC(C)(C)C2=O)c1 | -1
CCCOc1ccc(C(=O)Nc2ccc(N3CCN(C(=O)C(C)(C)C)CC3)cc2)cc1 | 3
COc1cc(/C=C2\SC(=O)N(CC(C)C)C2=O)ccc1OCc1ccccc1F | 6
CCNCc1cccc(-c2cccc(-c3ccn[nH]3)c2)c1 | 3
CC1(C)Nc2ccccc2-c2c1ssc2=Nc1cc(Cl)cc(Cl)c1 | 0
CS(C)(=O)=Nn1c(=O)c(-c2ccccc2)nc2ccccc21 | 1
Cc1nc(N2CCC(C(=O)NCC(C)(C)N3CCOCC3)CC2)nc2ccc(C(C)C)cc12 | -6
Cc1ccc2c(c1)CN(CC(=O)NCCc1nc3ccccc3n1C)CC(c1ccsc1)O2 (stereo unspecified) | 6
COc1ccc(/C=C2\CCCC3C2=NN(C(=O)c2scnc2C)C3c2ccc(OC)c(OC)c2)cc1OC (stereo unspecified) | -4
O=C(NCCc1ccccc1)C1(c2cccs2)CCOCC1 | -11
COc1ccc(CCn2c(C)cc3c(c2=O)C(c2ccccc2)C(C#N)C(=N)O3)cc1OC (stereo unspecified) | -1
CCC(C)C(=O)Nc1ccccn1 (stereo unspecified) | -13
O=C1[C@@H]2C3C=CC(O3)[C@H]2C(=O)N1CNc1ccc(Cl)c(Cl)c1 | 6
CN(C)c1ccc(N)c2c1C(=O)C(C)(C)O2 | 5
Cc1n[nH]c(C)c1C12CC3CC(CC(CC(=O)O)(C3)C1)C2 | 1
O=C(Nc1cc(-c2nc3ccccc3o2)ccc1Cl)c1ccc(Br)o1 | 3
COC(=O)c1cccc(-c2ccc(/C=C3\SC(=N)N(c4nccs4)C3=O)o2)c1 | -9
COc1cccc(NC(=O)Nc2ccc3c(c2)nc(C)n3C)c1 | 4
N#CCN(CC#N)C(=O)c1cccc([N+](=O)[O-])c1 | -14
COCCn1cnc2cc(NC(=O)C3CCCCC3)cc(C(=O)N3CCCC(c4ccccc4)C3)c21 (stereo unspecified) | -6
CN1C(=O)[C@H]2C=CO[C@H]2[C@@H]2c3cccc4c3[C@H](C[C@H]21)CN4C(=O)c1ccccc1 | 9
Clc1ccc(-c2ccnc3nncn23)cc1 | -7
Cn1c(=O)c2c(nc(SCC(=O)Nc3ccccc3)n2Cc2ccccc2F)n(C)c1=O | -5

# The list goes on; the last 4 above are carried over.
compound | ROC1-CUL1 inh
COCCn1cnc2cc(NC(=O)C3CCCCC3)cc(C(=O)N3CCCC(c4ccccc4)C3)c21 (stereo unspecified) | -6
CN1C(=O)[C@H]2C=CO[C@H]2[C@@H]2c3cccc4c3[C@H](C[C@H]21)CN4C(=O)c1ccccc1 | 9
Clc1ccc(-c2ccnc3nncn23)cc1 | -7
Cn1c(=O)c2c(nc(SCC(=O)Nc3ccccc3)n2Cc2ccccc2F)n(C)c1=O | -5
Cc1ccc(NC(=O)c2cccc(NC(=O)N3CCSc4ncccc43)c2)cc1F | 1
CCOC(=O)c1c(-c2ccc(F)cc2)csc1NC(=O)c1ccc2c(c1)OCO2 | 6
CC1CCN(S(=O)(=O)c2ccc3c(c2)N(CC(=O)NCc2ccccc2Cl)C(=O)CO3)CC1 | 4
OCC1CCN(c2nc3nonc3nc2NC2CCCC2)CC1 | -4
O=C(OCc1ccc(Cl)cc1)c1ccc(Br)o1 | 1
CCO[C@H]1[C@H](NC(=O)c2cccnc2)c2ccccc2C12CCN(C(=O)c1cnn(C(C)C)c1)CC2 | 6
COc1ccc(NC(=O)CSc2nnc(-c3nonc3NC(C)=O)n2-c2ccccc2)cc1 | 2
NC(=O)COc1ccccc1/C=C1/SC(=O)N(CC(=O)N2CCCCC2)C1=O | 7
Oc1c(C(c2ccccc2)N2CCCCC2)cc(Cl)c2cccnc12 (stereo unspecified) | 5
O=[N+]([O-])c1ccc2nc(N3CCN(c4ccccc4)CC3)sc2c1 | -5
COc1ccc(NC(=O)CCc2c(C)nc3c(c2C)c(=O)n(C)c(=O)n3C)cc1OC | -11
CC(=O)c1cccc(NS(=O)(=O)c2cc3c(cc2C)N(C(C)=O)CCO3)c1 | -9

# An excerpt of these results, with values ahead of the structure:
ROC1-CUL1 inh,Compound
1,O=C(OCc1ccc(Cl)cc1)c1ccc(Br)o1
6,CCO[C@H]1[C@H](NC(=O)c2cccnc2)c2ccccc2C12CCN(C(=O)c1cnn(C(C)C)c1)CC2
2,COc1ccc(NC(=O)CSc2nnc(-c3nonc3NC(C)=O)n2-c2ccccc2)cc1
7,NC(=O)COc1ccccc1/C=C1/SC(=O)N(CC(=O)N2CCCCC2)C1=O

# Other compounds follow:
compound | ROC1-CUL1 inh
COC(=O)C1(C(F)(F)F)N=C(c2ccc(Cl)cc2Cl)OC(N2CCCCC2)=N1 (stereo unspecified) | 2
CCCc1nnc2sc(-c3cc4ccccc4o3)nn12 | 7
N#CC12Cc3ccccc3C(C1)Sc1ccccc12 (stereo unspecified) | 3
COc1ccccc1Nc1nn2c(=O)c3ccc(C(=O)NCCC4=CCCCC4)cc3nc2s1 | -11
O=C(CCCc1ccccc1)Nc1cccc(N2CCC(N3CCC(Oc4cccnc4)CC3)CC2)c1 | 5
Cc1nn(C)c(C)c1CN(C(=O)CCc1nnc(-c2ccc3c(c2)OCO3)o1)C(C)C | -1
COc1ccccc1N=C1C(=O)N(c2ccccc2N2C(=O)C(=Nc3ccccc3OC)C(Cl)C2=O)C(=O)C1Cl (stereo unspecified) | 6
CC1N=C2N=C(NC(=O)C(C)(C)C)NC(=O)C2N(C)C1C (stereo unspecified) | -12
Cc1ccc(/C=C(/C#N)c2nc(-c3ccc(Cl)cc3)cs2)o1 | -6
Cc1ccc(-c2cnn(CC(=O)Nc3cnn(C(C)C)n3)c2)c2cccnc12 | -7
Cc1ccccc1OCc1nc2c3cnn(-c4cccc(F)c4)c3ncn2n1 | -12
COC(F)(C(=O)Oc1ccc2ccccc2c1)C(F)(F)F (stereo unspecified) | 12
CC1CCc2sc3nc(-c4ccco4)n(N)c(=O)c3c2C1 (stereo unspecified) | -1
CC1=NC2=C(C(=O)CC(C)(C)C2)C(c2ccccc2OCc2ccccc2)C1C(=O)OC(C)C (stereo unspecified) | 3
COc1ccc(CCNC(=O)c2c3c(nc4ccccc24)C(=O)N(C2CCCCC2)C3)cc1OC | -6
O=[N+]([O-])c1ccc(Cl)c(N=Nc2sc3ccccc3c2O)c1 | 10
COc1ccc(NC(=O)CCSc2nc(C(C)(C)C)cs2)cc1 | 8
CCOC(=O)c1c(NC(=O)c2cccc(OC)c2)sc(C)c1C | 15
COCCNC(=O)c1ccc(OC)cc1OC1CCN(C2CSCCSC2)CC1 | -4
CC1=NN(c2ccccc2)C(=S)C1C=Nc1ccc(Br)c2cccnc12 (stereo unspecified) | 0
O=c1c2cc3c(cc2nc2sc(Nc4ccccc4)nn12)OCO3 | -2
CCc1ccc2ncc3cc4c(cc3c2c1)OCO4 | 3
COc1ccc(CCCC(=O)N/N=C/c2ccccc2Cl)cc1 | -6
CCCOc1c(I)cc(/C=C2\N=C(c3ccc(OC)cc3)OC2=O)cc1OC | -8
CCOc1ccc(NS(=O)(=O)c2cc(OCC(N)=O)c(C)cc2Cl)cc1 | -2
COc1cccc(C=Nc2oc(-c3ccccc3)c(-c3ccccc3)c2C#N)c1O | -5
Cc1sc2ncnc(SCC(=O)Nc3ccccc3)c2c1C | 4
Cc1ccc(N2CC(NC(=O)c3cc4ccccc4o3)CC2=O)cc1C (stereo unspecified) | -7
CCc1nc2c(cnn2-c2ccc(C)cc2)c(=O)n1Cc1ccccc1 | 7
COc1ccccc1NS(=O)(=O)Cc1cccc(Cl)c1 | 15
Cc1cc(C)c2nc(N3CCCC(C(=O)NCc4cccc(Cl)c4)C3)sc2c1 (stereo unspecified) | 8
Cc1noc(NS(=O)(=O)c2ccc(NC(=O)c3ccc(Br)cc3)cc2)c1C | 0
CCc1c(C)sc2c1CCN(C(=O)Nc1cc(OC)c(OC)c(OC)c1)C2c1ccccc1 (stereo unspecified) | -9
COc1ccc(C)cc1NC(=O)NCc1ccc2c(c1)CCN2C(=O)c1ccccc1 | 4
C=CCNc1nc(NC(C)(C)C)nc(OCC)n1 | -5
Cc1ccc(CNC(=O)c2ccc(Cl)cc2Cl)cc1 | -1
CC(=O)N1CCc2cc3nc(C)cc(C)c3cc21 | -2
Cc1ccc(CSc2nc3c([nH]c4ccccc43)c(=O)n2C)cc1 | 0
O=C(NCCNC(c1ccccc1)(c1ccccc1)c1ccccc1)c1ccc(Cl)c([N+](=O)[O-])c1 | -3
Oc1ccccc1-c1nc(/C=C/c2ccccc2)nn1-c1ccccc1 | -1
Cc1ccc(-c2nc3ccccc3c(=O)n2NC(=S)N(C)C)cc1 | 10
Cc1ccc(Cl)cc1N1CCN(C(=O)CCC(=O)Nc2ccc3nc(N4CCC(C)CC4)cc(C)c3c2)CC1 | -3
CCc1ccc(N2C(=O)c3cccc4cccc(c34)C2=O)cc1 | 3
COc1ccc(OCC(=O)NC(Cc2c[nH]c3ccccc23)C(=O)O)cc1 (stereo unspecified) | 0
COc1cc(C2c3c(n[nH]c3C)OC(=N)C2C#N)ccc1OCc1ccc(C)cc1 (stereo unspecified) | -3
CCOC(=O)C1=C(CSc2nc(C)c(C)c(C)c2C#N)OC(=N)C(C#N)C1c1ccc(F)cc1 (stereo unspecified) | 1
CC(C)(C)c1cc2c(c(=O)n1-c1ccccc1)C(=O)C(I)C(=O)O2 (stereo unspecified) | 17
COc1ccc(CC2(CCC(=O)NC(C)c3ccc(F)cc3)CCC(=O)N2)c(F)c1 (stereo unspecified) | 6
C=CCSc1nnc2c(n1)OC(c1ccccn1)Nc1ccccc1-2 (stereo unspecified) | 8
CCOc1ccc(-n2nc3ccc(NC(=O)COc4ccccc4)cc3n2)cc1 | -2
Nc1ccc2c(c1)C(=O)N(CCC(=O)O)C2=O | -5
CC(=O)c1ccc(NC(=O)COc2ccccc2-c2nc(-c3cccc(C)c3)no2)cc1 | -7
O=C1Cc2cc(S(=O)(=O)Nc3cccc(C(F)(F)F)c3)cc3c2N1CCC3 | -11
CCC(=O)Nc1ccc2nc(SCCOc3ccccc3)sc2c1 | -5
C=CCC1(c2ccccc2)C(=O)N(c2ccccc2)c2ccccc21 (stereo unspecified) | -3
CCOc1ccc(OCC(=O)Nc2ccc(S(=O)(=O)Nc3cc(C)on3)cc2)cc1 | 20
Cc1[nH]c2ccccc2c1C=Nc1ccc2ccccc2c1 | -7
Cc1ccc([C@@H]2[C@@H](C(=O)c3ccc(F)cc3)N3c4ccccc4C=C[C@@H]3C2(C#N)C#N)cc1 | 3
O=C(CN1C(=O)CSC1=O)N1CCOc2ccc(CN3CCN(c4ccc(F)cc4)CC3)cc2C1 | 1
CC#CCN1C(=O)NC(CCc2ccccc2)(C2CCN(CCCc3ccccc3)CC2)C1=O (stereo unspecified) | 23

# Other results
compound | ROC1-CUL1 inh
CCOc1ccc(-n2nc(CO)c(C(=O)NCC(C)O)n2)cc1 (stereo unspecified) | 9
COc1cc(C(=O)Nc2scc(-c3cccs3)c2C(=O)O)cc(OC)c1OC | 5
O=C(c1cc2ccccc2oc1=O)n1cccn1 | -8
CCCC1=Nc2ncnn2C(c2ccc(Cl)cc2)C1C(=O)OCC (stereo unspecified) | -3
CCN(C(=O)C1CCCN(c2ncnc3onc(-c4ccc(F)cc4)c23)C1)c1ccccc1 (stereo unspecified) | 0
